Screening data: PubChem, several laboratories
Arrestin-AP2 inh: human beta-arrestin and AP2 interaction inhibition | 340,000 tested, 0.31% active | inhibition, % at 10 µM | FITC-arrestin peptide / GST-AP2 beads, flow cytometry; AP2 beta2 appendage carries R879A mutation | AID 504490;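 active = inhibition above a set limit, near 3 SD of compounds lacking own fluorescence, cut at about 54% in these data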;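 note: plate controls were DMSO wells for no effect and 5 µM unlabelled arrestin peptide for full effect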
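test system = AP2 appendage R879A on GSH beads | buffer or medium = PBS plus Tween 20 (0.05%) and BSA (0.1%) | incubation = 12 min plus 1 h, RT | detection = bead flow cytometry, FITC channel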
DAGLB inh: diacylglycerol lipase beta (human) inhibition. Q8NCG7. HEK293T DAGLB membrane lysate, EnzChek fluorogenic substrate. inhibition, % at 5.17 µM. 340,000 tested, 0.059% active; in the data active = inhibition above about 34%;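 note: 0% = enzyme with vehicle and 100% = wells lacking enzyme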
Target sequence (Q8NCG7 whole entry, looked up): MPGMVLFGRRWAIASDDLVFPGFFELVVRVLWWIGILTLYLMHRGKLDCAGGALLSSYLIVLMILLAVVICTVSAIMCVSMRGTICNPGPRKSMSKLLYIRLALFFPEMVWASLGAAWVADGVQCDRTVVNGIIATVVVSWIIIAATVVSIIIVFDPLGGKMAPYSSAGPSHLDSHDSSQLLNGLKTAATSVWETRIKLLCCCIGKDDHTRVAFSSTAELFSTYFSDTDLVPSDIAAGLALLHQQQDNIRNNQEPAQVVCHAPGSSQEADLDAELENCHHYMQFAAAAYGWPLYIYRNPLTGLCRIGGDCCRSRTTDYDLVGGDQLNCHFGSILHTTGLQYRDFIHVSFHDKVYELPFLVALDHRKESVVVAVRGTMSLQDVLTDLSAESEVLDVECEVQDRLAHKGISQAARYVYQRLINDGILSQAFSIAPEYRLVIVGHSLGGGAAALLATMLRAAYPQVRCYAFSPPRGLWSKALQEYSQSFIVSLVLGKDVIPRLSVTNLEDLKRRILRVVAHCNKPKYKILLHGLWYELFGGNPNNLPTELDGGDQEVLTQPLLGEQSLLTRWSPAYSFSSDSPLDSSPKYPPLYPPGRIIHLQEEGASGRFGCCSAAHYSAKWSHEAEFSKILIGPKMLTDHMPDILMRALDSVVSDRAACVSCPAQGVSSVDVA
Pemphigus Ab inh: inhibitors of pemphigus antibody binding to human desmoglein-3. P32926. DSG3-coupled beads, scFv-anti-DSG3-GFP binding, flow cytometry; active compounds read low. binding (percent of control), % at 10 µM. 310,000 tested, 0.48% active. AID 588358;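 active = binding more than 3 SD below its plate's average and above zero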;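 note: hits lower antibody fragment binding to DSG3; some compounds called inactive have numbers as strong as hits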
CAL PDZ FP-1: blocks peptide binding to the human CAL PDZ domain. AID 602252. inhibition, % at 24.9 µM. purified CAL PDZ, TMR-peptide fluorescence polarization, 1 h. 300,000 tested, 0.92% active;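 active = mean inhibition of at least 30% with at least half of replicates also reaching 30%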;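 note: 0% = DMSO neutral control and 100% = excess unlabeled competitor peptide PRC23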
CAL PDZ FP-2: human CAL PDZ-peptide interaction inhibition; Q9HD26; purified CAL PDZ, TMR-peptide fluorescence polarization, 1 h; inhibition, % at 20 µM; 330,000 tested, 0.02% active; AID 504414;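 active = highest replicate inhibition of at least 40%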;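 note: plate controls were DMSO neutral control wells for no effect and unlabeled competitor peptide control wells for full effect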
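Material – purified CerCALP PDZ construct · Detection – FP readout, S and P plane fluorescence · Measure – percent inhibition from loss of millipolarization · Controls – unlabelled peptide for full inhibition, DMSO wells as neutral · Probe or stimulus – TMR-labelled reporter peptide T*-PRC34 bound in PDZ groove · Times – 1 h at RT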
C-LANA FP: inhibitors of KSHV LANA C-terminal domain DNA binding. MBP-C-LANA/FAM-LBS DNA binding, fluorescence polarization. inhibition, % at 9 µM. 340,000 tested, 0.078% active;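 active = highest replicate inhibition at or above 60% at 9 µM, even if other replicates fall short; inactive = all replicates below 60% inhibition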;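 note: 0% = neutral control wells and 100% = 4 µM acridine orange control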
Keap1-Nrf2 PPI: Keap1-Nrf2 (human) interaction inhibition | Q14145 | Keap1 Kelch-Nrf2 peptide fluorescence polarization, 1536-well | inhibition, % at 9.4 µM | 340,000 tested, 0.15% active; in the data active = inhibition above about 12%;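 note: human Keap1 Kelch domain with fluorescein labeled Nrf2 9mer peptide probe; 0% = neutral control wells and 100% = peptide positive control; higher means more block of Keap1 binding to Nrf2 peptide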
NSD2 HMT inh: NSD2 (human) methyltransferase inhibition. NSD2 peptide methylation, AlphaScreen, 120 min. 310,000 tested, 0.54% active. inhibition, % at 12.5 µM; in the data active = inhibition above about 50%
V-ATPase pH: regulators of yeast V-ATPase proton transport; 350,000 tested, 0.37% active; S. cerevisiae, pHLuorin cytosolic pH fluorescence; response, % at 10 µM; in the data active = response mostly above about 7.3%, no sharp cut-off; inactive = mostly below about 5.4%; note: actives read high; inactives centre near 0; some compounds called inactive have numbers as strong as hits
RTF Ca sens inh: cardiac RTF calcium desensitization. P19429+P45379. IANBD-labeled cardiac RTF, Ca2+ fluorescence. inhibition, % at 7.15 µM. 340,000 tested, 0.12% active. AID 493244;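 active = inhibition above the mean inhibition of all tested compounds plus 3 SD, cut at about 17% in these data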;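 note: assay run at fixed EC70 calcium of 1.6 mM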
Active calls of the source: *; . = not tested or not shown. A portion of the library; the hit share may differ from the screen's.

entry	SMILES	Arrestin-AP2 inh	DAGLB inh	Pemphigus Ab inh	CAL PDZ FP-1	CAL PDZ FP-2	C-LANA FP	Keap1-Nrf2 PPI	NSD2 HMT inh	V-ATPase pH	RTF Ca sens inh
1	COC(=O)c1ccccc1NC(=O)c1ccc(COc2ccc(C)c(C)c2)o1	2	-25	99	-2	-1.6	0.3	-4	-2	-7	7
2	C[C@H](NC(=O)Cn1cncn1)c1ccccc1	4	-2	104	.	-1.9	0.3	-5	-2	1	-5
3	COC(=O)c1ccc2nc(-c3cccc(N)c3)cn2c1	4	-1	.	-5	-0.3	-1.1	-2	9	1	-2
4	O=C(NCc1ccc2c(c1)OCO2)c1cccc2c1C(=O)N(C1CCCCC1)C2	14	-1	71	.	0.8	-0.8	-2	.	-2	-12
5	CCCCSc1nn[nH]n1	29	1	95	-3	0.6	1.2	-4	-4	-1	0
6	COc1ccc(Br)cc1C(=O)Nc1ccc(Cc2ccncc2)cc1	6	-5	98	-2	.	0.6	2	-2	0	-6
7	Cc1ccc(OC(=O)c2cccc([N+](=O)[O-])c2)c(-n2nc3ccccc3n2)c1	28	-3	100	-3	-0.5	1.0	-5	18	-3	5
8	CC(NC(=O)COC(=O)Cc1ccc(Cl)cc1)c1ccccc1 (stereo not given)	3	-4	.	-4	-0.7	1.5	-3	-28	4	-5
9	Cc1ccc(CNC(=S)N(C)C)cc1	-8	2	97	-4	0.2	1.1	6	-1	2	-6
10	CC(=O)C1=C(O)CC(C)(C)CC1=NCc1nc2ccccc2[nH]1	-13	1	126	-3	-2.3	0.0	-4	-1	3	3
11	O=C(C1=C(O)C(=O)N(Cc2cccnc2)C1c1cccc(Oc2ccccc2)c1)c1ccco1 (stereo not given)	-5	3	100	-6	-2.0	3.0	2	3	0	-14
12	CC(C)C(=O)N/N=C/c1ccc(OCc2ccccc2)cc1	-1	0	.	-2	.	-0.3	1	.	-4	-2
13	CCC(C)[C@H](NC(=O)Nc1cccc(OC)c1)C(=O)OC (stereo not given in full)	12	-2	104	-1	-0.6	0.9	-1	-6	1	0
14	COc1ccc(NC(=O)CS(=O)c2ccccc2Cl)cc1 (stereo not given)	-13	0	102	-6	-0.4	-4.9	-3	-3	-3	-5
15	O=C(COC(=O)c1ccc(Br)cc1)Nc1cccnc1Cl	-4	-5	95	10	0.2	0.6	1	34	-3	3
16	CNC(=O)C(C)c1ncc(C(F)(F)F)cc1Cl (stereo not given)	-17	0	101	2	.	0.7	-7	-7	4	1
17	CCCCC[n+]1ccn(C2=C([O-])c3ccccc3C(=O)/C2=N\S(=O)(=O)c2ccc(Cl)cc2)c1	-8	11	.	0	-0.4	0.3	-5	7	-2	-1
18	O=C(CC12CC3CC(CC(C3)C1)C2)NC1CC1	38	-2	.	-3	-0.4	-1.4	3	9	-3	-6
19	Cn1c(-c2ccccc2)c(C#Cc2ccc(N)cc2)c2ccccc21	3	4	98	-2	-1.2	1.7	-5	.	-3	4
20	CCCC(O)(c1ccc(Cl)cc1)C(CN1CCOCC1)c1ccccc1 (stereo not given)	-4	-5	105	.	-1.8	0.1	6	.	2	0
21	CCCOc1ccc(N)cc1N	14	-3	98	.	3.8	2.9	1	68*	1	-47
22	O=C(COC(=O)c1cccc(Cl)c1Cl)NC1CCCC1	29	-3	101	10	-1.5	-3.0	0	-10	0	0
23	O=C(NNC(=S)Nc1ccccc1)C1CCCCC1	23	0	102	-5	-4.8	-0.2	1	-1	3	2
24	CCOC(=O)N1CCN(C(=O)C(NC(=O)c2ccco2)C(C)C)CC1 (stereo not given)	0	-1	93	.	1.1	0.5	0	-3	8	-8
25	CCOC(=O)N1[C@@H]2C=C(C)[C@@H]2[C@@H]2[C@@H](C)C(=O)N21	-3	-3	106	-4	-0.5	-3.0	-4	-2	1	-6
26	CCOC(=O)/C(N=Nc1cc(C(=O)O)cc(C(=O)O)c1)=C(\O)CCl	-4	0	78	0	-0.3	0.4	1	3	-1	8
27	CCOc1ccc(C(C)=O)cc1COC(=O)c1cc([N+](=O)[O-])ccc1N1CCOCC1	-8	0	104	-2	-2.4	-0.7	-7	0	-3	1
28	CCn1c(SCC(=O)NC2CCCCC2)nc2ccccc2c1=O	-14	3	106	0	-1.3	-3.0	-5	-1	0	-3
29	O=C(Nc1ccc(F)cc1)c1cc(S(=O)(=O)N2CCCCC2)cs1	0	-3	.	-4	-2.2	0.4	-2	-2	-3	-3
30	O=C(Nc1cccc2ccccc12)N1CCCN(c2c(Cl)cncc2Cl)CC1	18	-5	.	4	-2.3	-0.4	3	0	0	2
31	O=C1OCC2=C1C(c1ccc(F)cc1)CC(=O)N2c1ccccc1 (stereo not given)	-13	0	118	2	-1.4	0.1	-3	.	1	1
32	Cc1ccc(C)c(NC(=O)Cn2nc(C(F)(F)F)cc2C2CC2)c1	16	-1	99	.	-1.7	2.4	3	-2	2	-9
33	CN(C)C(=O)c1ccc(NC(=O)CC2SC(N3CCCC3)=NC2=O)cc1 (stereo not given)	-7	1	101	-5	-2.6	-0.9	0	-3	-2	-2
34	COc1ccc(Nc2nc3c(C)cccn3c(=O)c2C=O)cc1	1	-1	94	0	-0.6	-1.2	-13	-1	2	2
35	CC(C)(C)NC(=O)C(c1cccs1)N(Cc1cccs1)C(=O)c1ccc(CN2CCOCC2)o1 (stereo not given)	-16	.	119	8	-0.1	0.1	-2	-2	-2	.
36	O=C(NCCc1ccc(Cl)cc1)C1CCN(S(=O)(=O)N2CCCC2)CC1	7	-3	92	1	-2.1	-0.3	2	.	2	-11
37	O=C(Nc1ccon1)c1cccc(S(=O)(=O)N2CCCCCC2)c1	-6	-1	.	-6	-1.3	-0.1	-6	-2	-3	0
38	C=CCC1=C/C(=C\c2c(N)n3nc(CC(=O)N4CCOCC4)sc3nc2=O)C=C(OC)C1=O	5	-1	.	-5	-3.5	-0.3	-25	12	-3	-8
39	CCOC(=O)N1CCN(S(=O)(=O)N2CCCC(C(=O)NCc3ccc(F)cc3)C2)CC1 (stereo not given)	14	-5	98	-1	-2.7	0.1	2	-3	-5	-2
40	NS(=O)(=O)c1cccc(NC(=O)CCC(=O)c2cccs2)c1	2	-1	103	-1	-0.9	-3.0	1	-2	0	-8
41	O=C(Cn1c(=O)n(CC(=O)NCc2ccccc2)c2ccccc21)NCc1ccccc1	-25	0	104	0	-0.2	0.3	6	0	4	-2
42	COc1ccc(-n2nc([N+](=O)[O-])c(=NCCc3ccc(OC)c(OC)c3)n2O)cc1	-8	4	108	-1	0.0	-0.2	-1	3	-1	-2
43	CCN(CC)S(=O)(=O)c1ccc(N2CCCC2)c(C(=O)OCC(=O)Nc2cc(C)on2)c1	1	-3	90	1	10	0.9	-1	9	-1	-17
44	Nn1c(=O)[nH]c2c([nH]c3ccccc32)c1=O	-25	0	106	1	0.0	0.5	-4	3	-83	-5
45	Cc1ccc(OCCn2cnc3cc([N+](=O)[O-])ccc3c2=O)cc1	10	-19	122	-2	-0.3	-0.8	-1	1	-1	-8
46	OC(COCc1ccccc1F)CN1CCCCC1 (stereo not given)	11	-2	96	-4	-0.1	-0.4	-5	-1	1	-2
47	Cc1cc(C)n2c(SC/C(O)=C(\C#N)c3nc4ccccc4[nH]3)nnc2n1	-3	1	119	-1	-1.5	2.1	-5	2	4	-1
48	O=c1c(O)c(-c2cc(O)c(O)c(O)c2)oc2cc(O)cc(O)c12	-2	4	100	7	3.7	37	-2	.	2	7
49	Cc1cc(Cl)ccc1OCCn1cncn1	0	-1	107	-3	-1.8	-1.1	1	-1	-4	-10
50	CCOc1ccc2c(c1)nc(NCCCO)n2Cc1ccccc1	15	-1	105	-4	-1.0	-1.5	-2	3	1	-3
51	COc1cc2c(cc1OC)C(C(=O)O)C(c1cc(Br)c(O)c(OC)c1)N(C)C2=O (stereo not given)	6	1	89	-1	-0.5	0.4	0	-4	-1	-24
52	Brc1ccc(-n2cccc2/C=N/n2cnnc2)cc1	-9	-1	.	0	0.4	1.3	-2	1	1	0
53	COC(=O)CN1C(=O)[C@H]2[C@@H](/C=C/c3ccccc3)N3C(=O)CN(Cc4ccccc4)C(=O)[C@@]3(Cc3ccccc3)[C@H]2C1=O	-5	-2	.	-1	-0.3	-0.2	-2	.	-2	-2
54	CCOc1ccccc1NC(=S)NNS(=O)(=O)c1c(C)cc(C)cc1C	-13	-4	120	-2	-1.7	-2.0	1	1	-1	-11
55	CN(C#N)c1nc(Cl)nc(Nc2cccc(Cl)c2)n1	4	-2	97	3	-3.9	-0.4	1	4	0	0
56	CCOC(=O)Cc1cc(=O)n2[nH]cc(-c3cccc(Br)c3)c2n1	-5	14	106	14	-0.5	0.1	-6	2	1	2
57	Cc1cc(C)n(CCCO)c(=O)c1C#N	8	-1	86	-1	-2.9	0.0	-4	2	2	-5
58	CN(C(=O)c1ccc(Cl)c([N+](=O)[O-])c1)C1(C)CCS(=O)(=O)C1 (stereo not given)	-5	0	90	-2	-1.5	-0.9	-6	-4	8	-8
59	O=C(Nc1cccn2ncnc12)c1ccc(Cl)cc1	2	2	105	-2	-1.0	1.7	-7	-3	5	3
60	COCCn1nnnc1CN(CCCN1CCOCC1)Cc1cc2c(C)ccc(C)c2[nH]c1=O	0	0	106	0	1.4	0.0	-9	0	5	5

4 entries from above, sorted by heavy-atom count, low to high.
entry	SMILES	Arrestin-AP2 inh	DAGLB inh	Pemphigus Ab inh	CAL PDZ FP-1	CAL PDZ FP-2	C-LANA FP	Keap1-Nrf2 PPI	NSD2 HMT inh	V-ATPase pH	RTF Ca sens inh
59	O=C(Nc1cccn2ncnc12)c1ccc(Cl)cc1	2	2	105	-2	-1.0	1.7	-7	-3	5	3
58	CN(C(=O)c1ccc(Cl)c([N+](=O)[O-])c1)C1(C)CCS(=O)(=O)C1 (stereo not given)	-5	0	90	-2	-1.5	-0.9	-6	-4	8	-8
56	CCOC(=O)Cc1cc(=O)n2[nH]cc(-c3cccc(Br)c3)c2n1	-5	14	106	14	-0.5	0.1	-6	2	1	2
54	CCOc1ccccc1NC(=S)NNS(=O)(=O)c1c(C)cc(C)cc1C	-13	-4	120	-2	-1.7	-2.0	1	1	-1	-11

Remaining list, next part
entry	SMILES	Arrestin-AP2 inh	DAGLB inh	Pemphigus Ab inh	CAL PDZ FP-1	CAL PDZ FP-2	C-LANA FP	Keap1-Nrf2 PPI	NSD2 HMT inh	V-ATPase pH	RTF Ca sens inh
61	COc1cccc(CNC(=O)C2CCCN(S(C)(=O)=O)C2)c1 (stereo not given)	-1	-3	104	9	-0.9	0.9	0	.	3	6
62	CCOc1ccc(Cc2nc(-c3nonc3N)no2)cc1OCC	-1	0	108	-3	-1.8	0.4	-7	-1	6	0
63	CN(C)S(=O)(=O)c1ccc2nc(NC(=O)c3cccnc3)sc2c1	6	-2	.	0	-0.4	-0.9	-4	1	-2	-3
64	Cc1c(Cl)cccc1NC(=O)CNc1cccc(C(F)(F)F)c1	-2	-3	.	-4	-0.1	0.5	0	-2	-3	-4
